RXFP1 agonist = qHTS Assay for Agonists of the Relaxin Receptor RXFP1. Relaxin receptor 1 (Homo sapiens), Q9HBX9. HEK293T-RXFP1 cAMP TR-FRET, 30 min; response scale: percent of porcine relaxin response, buffer zero. Potency, µM (series often up to 57.5 µM), inactives show top-dose activation, usual class: activators. actives 0.3% (n = 370,000); also: potency is read from the fitted curve at half-maximal effect; % is scaled to controls: 0 for no effect and ±100 for the full control effect; nearly all actives have a fitted effect of over 60% in size; many of its hits are not listed in these tables
Target sequence (Q9HBX9 whole entry, looked up): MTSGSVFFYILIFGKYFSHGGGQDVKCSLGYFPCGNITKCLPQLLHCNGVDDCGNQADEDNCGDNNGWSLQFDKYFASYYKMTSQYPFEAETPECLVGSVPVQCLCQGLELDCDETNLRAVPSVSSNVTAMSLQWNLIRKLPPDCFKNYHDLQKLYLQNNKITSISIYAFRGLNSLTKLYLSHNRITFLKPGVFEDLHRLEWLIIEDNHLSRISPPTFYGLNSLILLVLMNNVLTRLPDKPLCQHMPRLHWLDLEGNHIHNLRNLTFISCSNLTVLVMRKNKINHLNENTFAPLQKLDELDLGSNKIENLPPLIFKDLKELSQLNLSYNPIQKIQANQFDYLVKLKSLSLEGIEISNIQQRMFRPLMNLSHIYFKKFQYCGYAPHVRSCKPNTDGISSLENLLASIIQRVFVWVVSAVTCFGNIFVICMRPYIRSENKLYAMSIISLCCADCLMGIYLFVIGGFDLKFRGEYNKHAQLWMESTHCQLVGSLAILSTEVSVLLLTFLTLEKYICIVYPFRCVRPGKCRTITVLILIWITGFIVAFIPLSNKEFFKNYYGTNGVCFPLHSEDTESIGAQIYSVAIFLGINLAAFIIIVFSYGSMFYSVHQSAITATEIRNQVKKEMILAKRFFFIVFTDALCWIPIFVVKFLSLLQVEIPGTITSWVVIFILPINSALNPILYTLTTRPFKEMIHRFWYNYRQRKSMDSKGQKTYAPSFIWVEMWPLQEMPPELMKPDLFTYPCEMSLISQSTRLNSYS
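HEK293 cells stably expressing RXFP1, treated 30 min at 37C with compounds plus PDE4 inhibitor Ro 20174; cAMP measured by HTRF TR-FRET. Normalized to buffer and 29 nM porcine relaxin; EC50 by Hill fit.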
Vif-APOBEC3G blk = qHTS for Inhibitors of Vif-A3G Interactions: qHTS; DNA dC->dU-editing enzyme APOBEC-3G (Homo sapiens), Q9HC16; HeLa A3G-eYFP + Vif (tagged APOBEC3G with the HIV-1 protein that degrades it), YFP fluorescence, overnight; Potency, µM (titrated, usually from 46.1 µM), inactives show at the highest dose activity, negative = active, most hits filed as inhibitors; actives 0.076% (n = 410,000); AID 602310, 2012;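 also: potency is read from the fitted curve at half-maximal effect; % is scaled to controls: 0 for no effect and ±100 for the full control effect; nearly all actives have a fitted effect of over 60% in size; hits raise eYFP signal because A3G escapes Vif-driven loss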
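Read-out is eYFP fluorescence (Ex 488/Em 500-530) from Vif-expressing HeLa A3G-eYFP cells; more signal means A3G escaped Vif-mediated degradation. Cells plated overnight, compound pinned in, incubated overnight at 37 deg C.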
D1 potentiator = Potentiators of Human D1 Dopamine Receptor: qHTS; D(1A) dopamine receptor (Homo sapiens), P21728; HEK293 TREx D1 cells, calcium flux, dopamine EC20 potentiation; potentiation, % at 10 µM; actives 0.036% (n = 360,000); AID 504651, 2011; in the data active = potentiation above about 30%; also: 0% is about no effect
D2 potentiator = HTS Assay for Positive Allosteric Modulators of the Human D2 Dopamine Receptor: Primary Screen for Potentiators. D(2) dopamine receptor (Homo sapiens), P14416. HEK293 T-REx D2, calcium flux, EC20 dopamine potentiation. potentiation, % at 10 µM. actives 0.34% (n = 340,000). AID 485347, 2010;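 active = potentiation over 3 SD above the plate norm, cut at about 30% in these data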; also: 0% is about no effect
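Potentiation of an EC20 dopamine calcium response is measured in a force-coupled, tetracycline-inducible Hek293 Trex D2 line. Compound-only kinetic reads over 180 s flag agonists before dopamine addition.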
Vif-A3F inh = qHTS for Inhibitors of Vif-A3F Interactions: qHTS; HeLa A3F-eYFP + Vif (tagged APOBEC3F with the HIV-1 protein that degrades it), YFP fluorescence increase; Potency, µM (highest dose often 46.1 µM), inactives show top-dose activity, negative = active; actives 0.2% (n = 390,000); AID 602313, 2012; also: potency is read from the fitted curve at half-maximal effect; % of control where 0% means no effect; nearly all actives have a fitted effect of over 65% in size
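HeLa cells stably expressing Vif plus C-terminally eYFP-tagged A3F were seeded, incubated overnight at 37 deg C, dosed with compound, incubated overnight again at 37 deg C. Yellow fluorescence (Ex 488/Em 500-530) reported blocked Vif-mediated A3F-eYFP degradation.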
GRP78 ERSR act = qHTS for Inducers of the Endoplasmic Reticulum Stress Response (ERSR) in Human Glioma: qHTS. Potency, µM, for the others: at the top dose activation, usual class: activators. U87-MG GRP78 promoter luciferase reporter, 16 h. actives 0.02% (n = 420,000); also: potency is read from the fitted curve at half-maximal effect; series mostly up to about 76 µM; % of control where 0% means no effect; nearly all actives have a fitted effect of over 35% in size
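Stably transfected U87-MG human glioma cells carrying a GRP78-based luminescent sensor were seeded at 1000 cells/well, pin-dosed with compounds and incubated 16 h. Luciferase reagent was then added, and end-point luminescence was read after 10 min at room temperature.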
RXFP1 antagonist = qHTS Assay for Antagonists of the Relaxin Receptor RXFP1; HEK293-RXFP1, relaxin-stimulated cAMP HTRF, 30 min; hits give low values; actives 0.59% (n = 350,000); activity change, negative = inhibition, % at 57.5 µM; Relaxin receptor 1 (Homo sapiens), Q9HBX9; AID 1259400, 2018;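 active = activity change of -60% or lower, but not beyond a set lower limit; inconclusive = change between -60% and -40%, or beyond the set limit; inactive = change above -40%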; also: % is scaled to controls: 0 for no effect and ±100 for the full control effect
D1 antag = Antagonist of Human D 1 Dopamine Receptor: qHTS; D(1A) dopamine receptor (Homo sapiens), P21728; HEK293 TREx D1 cells, calcium flux, dopamine EC80; hits give low values; activity change, negative = inhibition, % at 10 µM; actives 3.2% (n = 360,000); in the data active = activity change below about -30%; also: % is scaled to controls: 0 for no effect and ±100 for the full control effect
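After overnight tetracycline induction at 30 C, force-coupled D1 HEK293 cells took up a no-wash calcium dye at room temperature. Compounds were added and monitored 180 s, and the response to EC80 dopamine was then recorded.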
D1 agonist = Allosteric Agonists of the Human D1 Dopamine Receptor: qHTS; AID 504660, 2011; HEK293 T-REx D1 cells, calcium flux, agonist mode; actives 1% (n = 360,000); activation, % at 2 µM; in the data active = activation above about 30%; also: 0% is about no effect
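Agonism was scored from calcium flux recorded over 180 s (1 read/s) after pintool compound addition, following a 10-cycle baseline. Cells were inducible force-coupled HEK293 TREx D1, plated overnight at 30 C and loaded with no-wash calcium dye.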
* = called active by the depositor; ? = inconclusive; · = no result given. Unless noted, calls follow the shape of the dose curve; as a rule, active = well fitted curve in the direction sought with a large enough effect; inconclusive = small, poorly fitted or top-dose-only effect, or another doubt; inactive = no such curve, though single readings can be large; an effect the other way counts as inactive or inconclusive. Not all compounds are listed (hit frequency here may not be typical).

SMILES	RXFP1 agonist	Vif-APOBEC3G blk	D1 potentiator	D2 potentiator	Vif-A3F inh	GRP78 ERSR act	RXFP1 antagonist	D1 antag	D1 agonist
CCCCC(=O)NC(NC(=S)N1CCCCCC1)C(Cl)(Cl)Cl (stereo not given)	3.4%	7%	-6	16	-10%	2%	18	-12	7
CC(=O)c1ccc(NC(=O)CSc2nc(C3CCCC3)nc3c2c(=O)n(C)c(=O)n3C)cc1	8.7%	-5%	2	-1	-3%	-1%	-6	-5	2
COc1ccccc1OCCNC(=O)Nc1ccc(Br)cc1	1.2%	2%	-4	-7	-2%	1%	-13	-19	7
O=C(NC(=S)Nc1cccc2cccnc12)c1ccccc1	3.9%	-6%	-1	18	-11%	-1%	0	9	3
CC1CCN(c2cc3c(cc2F)c(=O)c(S(=O)(=O)c2cccc(Cl)c2)cn3Cc2ccccc2)CC1	1.0%	-6%	-1	3	-6%	-2%	11	9	0
C=CCN1CCN(C(=O)c2oc3ccccc3c2C)CC1	2.8%	-1%	2	-4	5%	-1%	1	-2	0
COc1ccc(CC(=O)NCc2nnc(SCC(=O)Nc3nccs3)n2-c2ccccc2)cc1	0.0%	-8%	-4	-6	0%	-3%	-2	10	-1
Cc1cc(C)cc(C(=O)N2CC(=O)Nc3ccc(Br)cc3C2c2ccccc2)c1 (stereo not given)	-0.9%	-1%	-1	-1	-11%	-1%	·	20	0
CCN(CC(=O)NC1CCS(=O)(=O)C1)C(=O)COc1ccccc1-c1ccccc1 (stereo not given)	1.1%	1%	-4	0	0%	-7%	5	-9	-1
Cc1ccccc1N=C1NC(=O)/C(=C/c2cccnc2)S1	-0.3%	-5%	0	3	-5%	-1%	-17	-15	0

The list goes on; it opens with the 3 that closed the last part.
SMILES	RXFP1 agonist	Vif-APOBEC3G blk	D1 potentiator	D2 potentiator	Vif-A3F inh	GRP78 ERSR act	RXFP1 antagonist	D1 antag	D1 agonist
Cc1cc(C)cc(C(=O)N2CC(=O)Nc3ccc(Br)cc3C2c2ccccc2)c1 (stereo not given)	-0.9%	-1%	-1	-1	-11%	-1%	·	20	0
CCN(CC(=O)NC1CCS(=O)(=O)C1)C(=O)COc1ccccc1-c1ccccc1 (stereo not given)	1.1%	1%	-4	0	0%	-7%	5	-9	-1
Cc1ccccc1N=C1NC(=O)/C(=C/c2cccnc2)S1	-0.3%	-5%	0	3	-5%	-1%	-17	-15	0
O=C(CCc1nc(-c2ccccc2)no1)NCc1cccnc1	-2.1%	6%	0	-1	1%	-3%	7	·	-2
CCCn1c(=O)c(C(=O)NC(C)c2ccccc2)c(O)c2ccccc21 (stereo not given)	3.3%	1%	3	3	3%	-3%	1	5	6
O=C(NNC(=O)[C@@H]1CCCC[C@@H]1C(=O)O)c1cccs1	-0.1%	4%	-12	-4	-8%	2%	-9	-3	0
Cc1ccc(S(=O)(=O)N2c3ccccc3OCC2c2ccccc2)cc1 (stereo not given)	1.6%	-7%	-8	-8	-15%	9%	-8	-26	9
Fc1ccc(CSc2ccc(-c3ccco3)nn2)cc1	3.0%	0%	-7	-6	4%	5%	-5	-85*	1
FC(F)(F)c1cccc(NC(=S)NCCc2ccccn2)c1	-0.1%	-5%	-4	-11	7%	0%	-6	3	1
CCCCc1cc(=O)oc2c3c(cc(OCC(=O)NCCCO)c12)OC(C)(C)CC3	5.4%	-1%	2	8	0%	-4%	10	2	1
CN(Cc1ccccc1)C(=O)c1ccc(NC2=NC3CS(=O)(=O)CC3S2)cc1 (stereo not given)	0.1%	1%	-5	-4	1%	-4%	-2	18	3
CC(c1ccccc1)N1C(=O)c2ccc(C(=O)NCc3ccco3)cc2C1=O (stereo not given)	0.7%	2%	-4	-6	-18%	-5%	-7	-14	-1
Cc1ccc(C(=O)NC2=NCCS2)cc1	1.8%	·	-1	-3	·	·	·	-9	0
COc1ccc(C)cc1S(=O)(=O)N1CCC2(CC1)OCCN2S(=O)(=O)c1cccs1	3.2%	1%	-4	14	11%	-3%	2	-17	4
COc1ccc(N2CCN(CCN3C(=O)c4ccccc4C3=O)CC2)cc1	1.6%	-4%	-6	-5	-22%	-2%	0	-19	3
CCCCCOC(=O)CSc1nc2sc3c(c2c(=O)n1-c1ccccc1)CC(C)(CC)OC3 (stereo not given)	-0.1%	-3%	6	3	1%	0%	·	-14	4
COc1cc(OC)cc(C(=O)N2CCN(C(=O)c3cccc(F)c3)CC2)c1	3.0%	1%	0	-1	3%	-4%	6	-5	0
COc1ccc(NC(=O)C2=C(C)Nc3nc(CCCO)nn3C2c2ccc(O)cc2)cc1 (stereo not given)	0.9%	-2%	-2	5	1%	-2%	3	3	2
Cc1c(NC(=O)C(C)OC(=O)c2cccs2)c(=O)n(-c2ccccc2)n1C (stereo not given)	5.3%	5%	-5	12	2%	-3%	-9	-14	3
Cc1cccc(/C=N/n2c(C3CCCCC3)n[nH]c2=S)c1	2.5%	-6%	2	6	7%	-8%	-5	2	6
Cc1c(Cl)cccc1NC(=O)NNC(=O)CCc1ccccc1	2.3%	0%	2	-5	1%	-6%	-4	-4	2
COc1ccc(C(=O)CSc2nc(-c3ccccn3)nc(C)c2Cl)cc1	4.6%	-7%	3	-10	-20%	-3%	28	-5	-1
O=C(Cn1cc(C(F)(F)F)cc(Cl)c1=O)NC1CCS(=O)(=O)C1 (stereo not given)	-0.1%	0%	2	-7	6%	-3%	7	18	1
CCCCC(=O)Nc1ccc(NC(=O)C(C)C)cn1	2.4%	3%	-7	-3	6%	1%	0	-2	3
CCc1ccc(NC(=O)CN2C(=O)C(c3ccc(F)cc3)=NC2(C)C)cc1	-0.2%	·	7	12	·	·	-13	-5	-3
Cc1ccc(NC(=O)CC2CCCC2)c(Br)c1	0.0%	-1%	-5	0	-6%	7%	-8	-20	4
O=C(Nc1nnc(C2=COCCO2)o1)c1ccc(Cl)cc1	-0.3%	-4%	5	-5	1%	-2%	-4	-21	-1
CCCCNC(=O)CN(Cc1ccco1)S(=O)(=O)c1ccc(C(C)=O)cc1	0.8%	8%	4	-13	5%	3%	-3	-11	0
Cc1ccccc1-n1nc(C)c2cc(C(=O)NC3CC3)sc21	0.2%	-10%	-10	-15	-13%	5%	-1	-14	2
CCc1c(C)sc(NC(=O)C2CC2c2ccccc2)c1C(N)=O (stereo not given)	3.9%	3%	-1	11	4%	1%	10	-5	2
CN1CCN(c2ccccc2NC(=O)c2ccc(-c3ccccc3[N+](=O)[O-])o2)CC1	0.1%	-4%	-13	-11	-11%	3%	-13	-6	1
COc1ccc(Br)cc1C1CC(=O)C(C)C(c2cc(Br)ccc2OC)N1 (stereo not given)	-0.2%	-3%	4	-29	1%	-3%	-11	10	1
O=C(OCc1ccccc1)N1CCOCCN(C(=O)OCc2ccccc2)CCOCC1	-1.1%	1%	-2	11	8%	-5%	5	-2	0
CCC(NC(=O)c1ccccc1O)c1ccccc1 (stereo not given)	1.7%	4%	0	-2	-8%	-4%	34	6	5
COc1ccc(C(CC(=O)O)NC(=O)COc2ccccc2)cc1OC (stereo not given)	1.0%	0%	-6	-12	0%	-4%	-2	-8	0
Cc1cccc(C)c1NC(=O)CS(=O)CC(=O)NC1CCN(Cc2ccccc2)CC1 (stereo not given)	1.8%	0%	-8	1	-16%	-5%	6	-15	2
COc1ccc(N(CC(=O)NCCSCc2ccco2)S(=O)(=O)c2ccccc2)cc1Cl	-0.2%	0%	-6	-4	-12%	-4%	-6	3	10
CC(NC1=CC(=O)c2cccnc2C1=O)C(O)c1ccccc1 (stereo not given)	·	10µM*	·	·	?	-14%	4	·	·
CCc1nn(CC(=O)N2CCCCC2)c(=O)c2cc3sccc3n12	-0.2%	6%	-4	-1	-2%	-5%	-9	-8	-1
Cc1noc(NS(=O)(=O)c2ccc(NC(=O)c3cc(S(=O)(=O)N(C)c4ccccc4)ccc3Cl)cc2)c1C	·	0%	·	·	4%	-3%	14	·	·
COc1ccc(OCC(=O)N/N=C(\C)CC(=O)Nc2ccc(NC(C)=O)cc2)cc1	-1.6%	-3%	0	15	-3%	-9%	-17	22	1
Fc1ccccc1N1CCN(c2ncc3c(n2)CCN(Cc2ccc(Br)s2)C3)CC1	3.1%	5%	0	-3	-10%	0%	-12	3	0
COc1ccc(C(=O)NCCc2nnc(SCC(=O)Nc3ccccc3F)n2C)cc1	2.2%	6%	-7	-1	3%	5%	-11	10	3
CCSc1nc(N)c(NC(=O)c2ccc(Br)o2)c(=O)[nH]1	-3.4%	-5%	2	6	-17%	-4%	-8	4	4
Cc1nccn1-c1c2c(c(C#N)c3nc4ccccc4n13)CCCC2	·	1%	·	·	-13%	-3%	-6	·	·
CCn1nnc(-c2ccccc2NC(=O)c2cnccn2)n1	·	1%	·	·	3%	-4%	11	·	·
O=C(CSCc1c(F)cccc1Cl)NCCc1ccccc1	3.3%	2%	-5	9	-9%	6%	2	-4	5
CCCCn1c(CNC(=O)C23CC4CC(CC(C4)C2)C3)nnc1SCC(=O)Nc1nnc(C)s1	-1.3%	-7%	-5	-4	-7%	-5%	0	-9	-1
O=C(COc1ccccc1)Nc1nnc(-c2ccccc2Cl)o1	·	0%	·	·	-5%	2%	-11	·	·
CCn1cc(CNC(=O)/C=C/c2ccc([N+](=O)[O-])cc2)c(C)n1	-0.3%	1%	·	·	1%	1%	23	·	·
O=C(CSCc1nc2ccccc2[nH]1)Nc1ccc(Oc2ccccc2)cc1	-0.8%	0%	-2	0	1%	-1%	-23	11	2
